SV40 large T antigen = TAg ATPase/helicase activity blockers – biochemical (AID 1903); SV40 large T antigen ATPase/helicase inhibition assay; higher % means a stronger effect; inhibition, % at 20 µM, or IC50 in µM where a hit was titrated; hit rate 0.39% among 310,000; in the data active = a potency from the dose series; inconclusive = inhibition mostly from about 32% at the one dose, without a potency; inactive = the rest, 99 in 100 with inhibition below about 32%; also: strong numbers were not always called active
PMI inhibition = MPI inhibition at elevated mannose 6-phosphate – biochemical, fluorescence intensity, high mannose 6-phosphate, primary screen (AID 1220) | recombinant PMI enzyme, coupled fluorescence intensity; higher % means a stronger effect | inhibition, % at 20 µM; hits with a dose series show IC50 in µM | hit rate 0.66% among 190,000
Insulin prom up = MIN6 insulin promoter up-regulation | hit rate 0.3% among 190,000 | MIN6 insulin promoter-GFP reporter, high-content imaging; active compounds read high | z-score at 5 µM;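 active = z-score above 3 at 5 µM with at least 500 cells counted in the well; inconclusive = wells under 500 cells, flagged as cytotoxic or low count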
TNAP activation fold = stimulation of alkaline phosphatase TNAP activity – biochemical, luminescent, no phosphate acceptor, uHTS, primary screen (AID 1001) | hit rate 0.03% among 200,000 | purified TNAP, luminescent activation assay, no phosphate acceptor; higher activation fold means a stronger effect | activation fold at 20 µM, or EC50 in µM where a hit was titrated; in the data active = activation fold from about 3, or a potency from the dose series; inactive = the rest, 99 in 100 with activation fold below about 1.6; also: many of its hits are not listed in these tables
human PMI inhibition = inhibitors of human PMI, primary screen, biochemical, fluorescence intensity, coupled assay (AID 1209) | purified PMI enzyme, coupled fluorescence intensity; higher % means a stronger effect | one-dose inhibition, % at 20 µM; IC50 in µM for titrated hits | hit rate 0.42% among 190,000;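 also: plate controls were DMSO vehicle for no effect and wells lacking substrate for full effect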
RSV CPE inhibition = inhibition of RSV-induced cytopathic effect – HEp-2 cells, primary 10 µM value included (AID 2391); HEp-2 cells, RSV-induced CPE inhibition; higher % means a stronger effect; CPE inhibition, % at 10 µM, or IC50 in µM where a hit was titrated; hit rate 0.13% among 310,000; in the data active = a potency from the dose series; inconclusive = CPE inhibition mostly from about 23% at the one dose, without a potency; inactive = the rest, 99 in 100 with CPE inhibition below about 21%; also: strong numbers were not always called active
Salmonella PhoP GFP = PhoP-dependent GFP reporter repression – Salmonella Typhimurium, primary screen (AID 1863). S. Typhimurium PhoP-regulated promoter GFP reporter, 4 h; higher % means a stronger effect. inhibition, % at 50 µM, or IC50 in µM where a hit was titrated. hit rate 0.16% among 300,000;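 active = inhibition over 29.93%, a cutoff 3 SD above the screen mean, later confirmed by dose response; inconclusive = inhibition over 29.93% but no dose response follow-up; inactive = inhibition at most 29.93% or unconfirmed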;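 also: 0% = low Mg2+ inducing control and 100% = high Mg2+ repressing control; strong numbers were not always called active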
West Nile virus CPE = West Nile virus antiviral activity, cell-based, CPE readout (AID 1621). one-dose CPE inhibition, % at 10 µM; IC50 in µM for titrated hits. West Nile virus-infected cells, CPE inhibition; higher % means a stronger effect. hit rate 0.02% among 290,000; in the data active = a potency from the dose series; inconclusive = CPE inhibition mostly from about 3.7% at the one dose, without a potency; inactive = the rest, 99 in 100 with CPE inhibition below about 2.2%; also: strong numbers were not always called active
CSM14.1 death rescue = rescue of cells from ER stress-induced death, primary screen, 384-well, CSM14.1, thapsigargin, ATP luminescence (AID 1222); CSM14.1 thapsigargin-induced death rescue, ATP luminescence; higher % means a stronger effect; cellular ATP content (survival), % at 20 µM; hits with a dose series show EC50 in µM; 190,000 tested, under 10 active;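 active = EC50 below 50 µM in the dose-response confirmation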;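 also: death triggered by thapsigargin at about 15 µM added after 2 h compound pretreatment; cell ATP read after overnight thapsigargin exposure of roughly 18 to 22 hours; normalized against plate controls of thapsigargin alone and 5% DMSO vehicle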
Insulin prom up cell count = second read-out of Insulin prom up, no call of its own (marks repeat the call); cell count; measured here: cytotoxicity, nuclei count;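 total cells summed across four imaged fields per well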
* hit, by the source's call; ? = inconclusive; . = not tested or not shown. Rule as the data show it, unless noted: active = inhibition above about 50%; inactive = the rest. The order is random; overall some 1.5% were active at least once.

SMILES | SV40 large T antigen | PMI inhibition | Insulin prom up | Insulin prom up cell count | TNAP activation fold | human PMI inhibition | RSV CPE inhibition | Salmonella PhoP GFP | West Nile virus CPE | CSM14.1 death rescue
CC12CCC(C(=O)NCc3ccccc3)(OC1=O)C2(C)C (stereo not given) | 0% | 6% | 0.26 | 1293 | 1.1 | 9% | 1.6% | -10% | 0.6% | -1.7%
Cc1ccc(-c2cnn3c(N4CCOCC4)cc(C)nc23)cc1 | 5% | . | . | . | . | . | 5.4% | 8% | -0.1% | .
Cc1nn(Cc2ccc(C(=O)Nc3ccccc3F)cc2)c(C)c1Cl | -1% | -1% | 1.2 | 1329 | 1.1 | 6% | 2.3% | -1% | -0.9% | 0.5%
Cc1oc(-c2cc(F)ccc2F)nc1CN(C)Cc1ccc2nccnc2c1 | 7% | 5% | 0.01 | 1585 | 1 | 6% | 1.6% | 3% | -0.8% | 1.0%
CCC(c1nnc(SCC(=O)Nc2cccc(S(N)(=O)=O)c2)n1Cc1ccccc1)N(C)C (stereo not given) | 4% | . | 0.13 | 998 | . | . | -0.2% | . | 0.2% | .
CC(C)(Oc1ccc(CCNC(=O)c2ccc(-c3ccccc3)o2)cc1)C(=O)O | 0% | -5% | . | . | 1.2 | 2% | 0.6% | 12% | 0.8% | -2.9%
CN1CCN(C(=O)/C(=C\c2cccs2)NC(=O)c2ccco2)CC1 | 1% | -5% | -6.3 | 511 | 1.2 | -9% | -0.2% | -2% | 0.3% | -5.9%
CCOc1ccc(N(CC(=O)N2CCOCC2)S(=O)(=O)c2ccc(F)cc2)cc1 | 23% | . | . | . | . | . | 0.0% | 1% | -0.5% | .
COc1ccc2c(=O)c3c(=O)n(Cc4ccco4)c(-c4ccco4)nc3oc2c1 | 50% | 5% | 0.34 | 843 | 1 | 8% | 4.1% | -36% | 0.1% | 5.1%
CC(C)Cc1nnc(NC(=O)CCNC(=O)c2ccco2)s1 | -2% | . | . | . | . | . | 0.4% | 11% | 0.3% | .
NC(=O)c1ccc(-c2ccc(Br)cc2)o1 | 3% | 3% | -0.32 | 1296 | 1.1 | -7% | 2.0% | 14% | 0.2% | -2.6%
COC(=O)c1sc(SC)c(S(=O)(=O)C(C)C)c1N/N=C(\C#N)S(=O)(=O)c1ccccn1 | 2% | . | . | . | . | . | 1.1% | -6% | -0.7% | .
N#CC1=C2N=C(N)c3c(sc4c3CCCCC4)N2C2=C(C(=O)CCC2)C1c1ccccc1 (stereo not given) | 24% | 22% | 0.05 | 1249 | 1 | 18% | 2.1% | 3% | 0.9% | -0.4%
Cc1ccc(N2C(=O)CC2(C#N)c2ccc(OCc3ccccc3)cc2)cc1 (stereo not given) | 9% | 2% | -0.61 | 982 | 1.2 | 3% | 14% | -2% | -0.5% | 4.2%
CC(C[N+](C)(C)C)OC(=O)C1(c2ccccc2)CCCC1 (stereo not given) | 28% | . | 0.57 | 1144 | . | . | . | 1% | 0.0% | .
Cc1cc(C)c(NC(=O)CN2CCCCCC2)c(C)c1 | 7% | . | . | . | . | . | 0.3% | -1% | -0.5% | .
CCOC(=O)c1cnc2ccc(C)cc2c1OCc1cc(F)cc(F)c1 | 2% | 12% | . | . | 1 | 9% | 0.8% | -7% | -1.0% | -0.3%
Cc1cc(NC(=O)COC(=O)C2CCN(S(=O)(=O)c3ccc(Cl)cc3)CC2)no1 | 12% | 12% | 0.82 | 902 | 1.1 | 13% | 1.8% | -2% | 0.1% | 4.4%
COc1ccc(NC(=O)C2C3C=CC4(O3)C2C(=O)N(CCCN2CCCCC2)C4C(=O)NC2CCCC(C)C2C)cc1 (stereo not given) | -29% | . | . | . | . | . | -0.5% | -3% | 1.2% | .
NC(=O)C1(N2CCCCC2)CCN(C(=S)Nc2ccc(F)c(Cl)c2)CC1 | 11% | 4% | -0.38 | 1498 | 1.1 | 8% | 0.8% | -6% | -0.9% | -3.2%
Nc1ccc2c(C(F)(F)F)cc(=O)oc2c1 | -8% | 6% | 0.51 | 1225 | 1 | 4% | 6.3% | 3% | 0.2% | 4.6%
CCOC(=O)N1CCN(Cc2nc3c(c(=O)n(C)c(=O)n3C)n2Cc2cc(C)ccc2C)CC1 | . | 4% | 1.6 | 926 | 0.9 | 0% | . | . | . | 0.2%
CN(CC(=O)NCc1ccncc1)S(=O)(=O)c1ccc2ccccc2c1 | 11% | 14% | 0.05 | 1477 | 1.1 | 16% | 1.1% | 6% | -1.9% | 2.9%
FC(F)(F)c1cccc(Cc2noc(CN3C[C@@H]4CCC[C@H]3C4)n2)c1 | -3% | 13% | -1.1 | 1311 | 1.1 | 15% | -0.7% | 5% | -0.6% | -2.7%
CC(=C/c1ccccc1)/C=N/n1c(-c2ccco2)n[nH]c1=S | 34% | 8% | 0.21 | 1654 | 0.8 | 15% | 3.1% | -7% | 0.7% | -3.2%
COc1ccccc1/C=C1\SC(=S)N(CCC(=O)Nc2nnc(C)s2)C1=O | 5% | . | . | . | . | . | 2.5% | -10% | -0.3% | .
CC1=NN(C(=O)c2ccc(C)cc2)C(O)(C(F)(F)OC(F)(F)F)C1 (stereo not given) | 2% | 3% | . | . | 1.1 | 4% | 2.3% | -4% | -0.2% | -1.0%
O=C(c1ccco1)n1nc(-c2cccnc2)nc1NCc1ccco1 | 20% | -8% | -0.15 | 1295 | 0.7 | -4% | 4.8% | -5% | 1.0% | -2.8%
COc1cccc(NC(=O)CSC2=C(C#N)C(c3ccco3)C3=C(CCCC3=O)N2)c1 (stereo not given) | 3% | -28% | 0.1 | 1299 | 1 | -9% | 2.1% | 6% | 0.6% | -0.6%
COc1ccc(CC(=O)NCCC(C)C)cc1S(=O)(=O)N1CCOCC1 | 19% | 0% | 0.06 | 1101 | 1 | -2% | 1.8% | -8% | -0.1% | 1.0%

Rewritten with values under each structure: entries from further up
Below each SMILES: SV40 large T antigen, PMI inhibition, Insulin prom up, Insulin prom up cell count, TNAP activation fold, human PMI inhibition, RSV CPE inhibition, Salmonella PhoP GFP, West Nile virus CPE, CSM14.1 death rescue
> CCOC(=O)N1CCN(Cc2nc3c(c(=O)n(C)c(=O)n3C)n2Cc2cc(C)ccc2C)CC1
    ., 4%, 1.6, 926, 0.9, 0%, ., ., ., 0.2%
> CN(CC(=O)NCc1ccncc1)S(=O)(=O)c1ccc2ccccc2c1
    11%, 14%, 0.05, 1477, 1.1, 16%, 1.1%, 6%, -1.9%, 2.9%

Additional results follow:
SMILES | SV40 large T antigen | PMI inhibition | Insulin prom up | Insulin prom up cell count | TNAP activation fold | human PMI inhibition | RSV CPE inhibition | Salmonella PhoP GFP | West Nile virus CPE | CSM14.1 death rescue
CCN(CC)CC(=O)N(CC(=O)Nc1c(C)cc(C)cc1C)C1CCCCC1 | -1% | 14% | 1.9 | 740 | 1.1 | 19% | -0.3% | -13% | -0.7% | 1.6%
CCOC(=O)c1c(N)sc2c1CCS(=O)(=O)C2 | 32% | 44% | 0.55 | 1249 | 1.1 | 34% | 1.0% | -3% | -0.3% | 3.3%
COc1ccc(-n2cnc3cc(N)ccc32)cc1 | 36% | 11% | . | . | 1 | 3% | 0.6% | 6% | 0.0% | -2.1%
CCN(Cc1ccccc1)Cc1cc(OC)cc(OC)c1 | 7% | 9% | -0.51 | 1356 | 1.2 | -4% | -2.9% | 19% | -0.2% | -1.9%
CCOc1ccc(-n2cc(-c3ccccc3)c3c(=O)[nH]cnc32)cc1 | 4% | 17% | -0.19 | 1350 | 1 | 19% | -0.6% | -3% | 0.8% | -9.1%
O=C(CSc1nnc(Cc2cccs2)n1C1CCCCC1)N1CCN(C(=O)c2ccco2)CC1 | 1% | 10% | -0.8 | 966 | 1 | 8% | 0.2% | -14% | -0.3% | 0.0%
CC12CCC(C(=O)N3CCCc4ccccc43)(OC1=O)C2(C)C (stereo not given) | 1% | -3% | 0.58 | 1400 | 1 | 0% | 0.5% | -3% | -0.3% | -2.7%
COc1cc2c(cc1OC)C(c1cccc(OC)c1OC)CC(=O)N2 (stereo not given) | 4% | 1% | -0.55 | 1506 | 1.1 | 6% | ? | 2% | 0.0% | 3.2%
C=CCOC(=O)C1=C(C)NC(=O)NC1c1ccc(OC(=O)c2ccco2)c(OC)c1 (stereo not given) | 8% | 3% | -0.9 | 968 | 1 | 11% | 1.2% | 8% | 0.2% | -0.4%
CSc1nnc(-c2ccccc2)n1C | 0% | -5% | 0.54 | 1141 | 1.1 | -10% | 0.3% | -3% | -0.7% | 0.9%
O=C(CNCc1ccc(F)cc1)Nc1ccc(C(=O)N2CCCCC2)cc1 | 1% | . | . | . | . | . | 0.4% | 11% | -0.4% | .
O=C(O)c1ccc(Sc2nnc(-c3cccc(Br)c3)o2)c([N+](=O)[O-])c1 | 21% | -8% | -0.6 | 908 | 1.1 | -6% | 1.3% | -8% | 0.1% | 0.8%
Cc1ccccc1Nc1nc(N)nc(COC(=O)c2cccc(S(=O)(=O)N(C)C)c2)n1 | 0% | 4% | 0.4 | 1319 | 1.1 | 2% | 8.7% | 5% | -0.5% | -2.1%
CS(=O)(=O)Nc1nnc(CCc2ccccc2)s1 | 8% | . | . | . | . | . | -0.5% | 0% | 0.2% | .
CCc1ccc(-c2cn3c(n2)SCC3)cc1 | -3% | 4% | -0.42 | 1439 | 1.1 | 8% | 2.9% | 2% | -0.3% | -2.0%
O=S(=O)(O)c1cccc2c(N=Nc3ccc(O)c4ncccc34)cccc12 | 51% | . | . | . | . | . | 2.6% | 3% | 0.0% | .
Cc1ccc(C(=O)N2CCN(Cc3ccc4c(c3)OCO4)CC2)cc1[N+](=O)[O-] | 2% | -3% | 0.43 | 1613 | 1.1 | -1% | -1.2% | -14% | -1.3% | -0.4%
CNC(=S)N1CCC(NC(=O)c2ccco2)CC1 | 11% | . | -0.42 | 895 | . | . | 0.6% | 4% | 0.0% | .
COc1ccccc1NC(=O)C1=C(C)Nc2nnnn2C1c1ccccn1 (stereo not given) | 24% | -5% | 0.22 | 932 | 1.1 | 2% | 3.7% | -4% | -0.3% | 6.1%
COc1ccc2cc(S(=O)(=O)NCc3cccnc3)ccc2c1 | 8% | . | . | . | . | . | 2.9% | -1% | -1.4% | .
COc1ccc(OC)c2sc(NC(=O)c3ccc(Br)s3)nc12 | 2% | 15% | 1.1 | 1895 | 1 | 10% | 5.9% | 1% | 1.2% | -0.5%
O=C(Nc1cccnc1)c1ccco1 | 9% | 3% | 0.44 | 1002 | 1 | 4% | 1.5% | -9% | ? | 3.3%
COc1cc(NC(=O)c2ccc(COc3ccccc3Br)o2)cc(OC)c1OC | 8% | 22% | -0.04 | 1103 | 1.1 | 24% | 19% | 6% | 0.3% | 4.4%
O=C1CSC(c2ccccc2Cl)N1 (stereo not given) | 1% | -4% | . | . | 1.1 | -7% | 1.5% | 5% | -0.8% | -1.0%
COc1ccc(NC(=O)C(C)N2c3cccc4cccc(c34)S2(=O)=O)cc1 (stereo not given) | 9% | -2% | 0.22 | 907 | 1.2 | 9% | 2.6% | 19% | -0.9% | 0.8%
